Source: PubChem BioAssay (several laboratories)
Keap1-Nrf2 PPI: disrupts human Keap1 binding to Nrf2 peptide. Keap1 Kelch-Nrf2 peptide fluorescence polarization, 1536-well. inhibition, % at 9.4 µM. 0.15% of 340,000 active. AID 504523; in the data active means inhibition above about 12%;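 further: human Keap1 Kelch domain with fluorescein labeled Nrf2 9mer peptide probe; 0% = neutral control wells and 100% = peptide positive control; higher means more block of Keap1 binding to Nrf2 peptide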
HTR5A ag ctr: counter-screen for OPRM1-OPRD1 agonists: human HTR5A agonism | activation, % at 9.3 µM | HTR5A agonist assay, luminescence, cell-based | AID 504692 | 0.61% of 340,000 active | P47898; in the data active means activation mostly above about 9.5%, no sharp cut-off; inactive means mostly below about 7.6%;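 further: 0% = cells with vehicle only and 100% = reference agonist; strong numbers were not always called active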
cardiac RTF act: cardiac RTF calcium sensitization. P19429+P45379. 0.24% of 340,000 active. IANBD-labeled TnC RTF fluorescence at EC20 calcium; 0% EC20 calcium, 100% full calcium. activation, % at 7.2 µM;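 active means activation above the mean over all tested compounds plus 3 SD, cut at about 30% in these data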;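 further: rise in fluorescence read as greater calcium sensitivity of cardiac thin filaments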
V-ATPase pHluor: alters yeast V-ATPase proton transport. S. cerevisiae, pHLuorin cytosolic pH fluorescence. response, % at 10 µM. 0.37% of 350,000 active; in the data active means response mostly above about 7.3%, no sharp cut-off; inactive means mostly below about 5.4%; further: actives read high; inactives centre near 0; some compounds called inactive have numbers as strong as hits; reference of the scale not given here
HTR5A inv ctr: counter-screen for OPRM1-OPRD1 inverse agonists: human HTR5A inverse agonism; inhibition, % at 9.3 µM; AID 504634; P47898; HTR5A cell line, luminescence; 0.083% of 340,000 active; in the data active means inhibition mostly above about 23%, no sharp cut-off; inactive means mostly below about 18%;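 further: 0% = cells with DMSO and 100% = no-cell wells with DMSO; some compounds called inactive have numbers as strong as hits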
RTF Ca sens inh: cardiac RTF calcium desensitization; P19429+P45379; IANBD-labeled cardiac RTF, Ca2+ fluorescence; inhibition, % at 7.15 µM; 0.12% of 340,000 active;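 active means inhibition above the mean inhibition of all tested compounds plus 3 SD, cut at about 17% in these data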;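 further: assay run at fixed EC70 calcium of 1.6 mM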
CAL PDZ FP: inhibitors of human CAL PDZ peptide binding | Q9HD26 | purified CAL PDZ, TMR-peptide fluorescence polarization, 1 h | inhibition, % at 24.9 µM | 0.92% of 300,000 active | AID 602252;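 active means mean inhibition of at least 30% with at least half of replicates also reaching 30%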;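 further: 0% = DMSO neutral control and 100% = excess unlabeled competitor peptide PRC23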
MOR-DOR ag: OPRM1-OPRD1 heterodimerization agonism | P35372+P41143 | activation, % at 9.3 µM | 0.3% of 340,000 active | AID 504326 | cells, luminescence; in the data active means activation above about 18%;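 further: 0% = vehicle-treated cells and 100% = reference agonist; values of inactives mirror those of a sister screen read the other way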
Target sequence (P35372 whole entry, looked up): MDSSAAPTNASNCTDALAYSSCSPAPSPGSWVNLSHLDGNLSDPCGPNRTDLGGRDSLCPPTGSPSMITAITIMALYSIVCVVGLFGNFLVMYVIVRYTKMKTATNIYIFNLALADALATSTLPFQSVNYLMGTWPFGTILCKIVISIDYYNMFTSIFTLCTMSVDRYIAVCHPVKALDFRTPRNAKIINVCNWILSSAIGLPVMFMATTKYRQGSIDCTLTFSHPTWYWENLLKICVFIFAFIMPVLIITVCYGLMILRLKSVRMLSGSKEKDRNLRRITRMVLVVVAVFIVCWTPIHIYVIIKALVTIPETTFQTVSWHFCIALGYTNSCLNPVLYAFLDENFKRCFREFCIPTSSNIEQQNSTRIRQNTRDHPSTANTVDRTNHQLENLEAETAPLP
Target sequence (P41143 whole entry, looked up): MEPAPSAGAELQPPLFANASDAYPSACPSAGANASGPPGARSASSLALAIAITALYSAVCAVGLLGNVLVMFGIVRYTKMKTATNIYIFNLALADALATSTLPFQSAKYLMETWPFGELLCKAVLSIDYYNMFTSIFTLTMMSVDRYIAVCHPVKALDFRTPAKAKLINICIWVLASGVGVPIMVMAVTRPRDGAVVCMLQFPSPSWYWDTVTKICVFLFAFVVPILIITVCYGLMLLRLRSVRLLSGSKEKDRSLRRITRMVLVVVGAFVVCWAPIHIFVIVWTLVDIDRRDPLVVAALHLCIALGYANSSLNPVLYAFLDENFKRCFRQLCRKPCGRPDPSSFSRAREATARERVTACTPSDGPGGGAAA
C-LANA FP: blocks KSHV LANA C-terminal domain binding to DNA; MBP-C-LANA/FAM-LBS DNA binding, fluorescence polarization; inhibition, % at 9 µM; 0.078% of 340,000 active; AID 504423;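 active means highest replicate inhibition at or above 60% at 9 µM, even if other replicates fall short; inactive means all replicates below 60% inhibition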;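 further: 0% = neutral control wells and 100% = 4 µM acridine orange control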
OPRM1-OPRD1 inv: inverse agonist of human OPRM1-OPRD1 heterodimerization | P35372+P41143 | cell-based MOR-DOR heterodimer luminescence, inverse agonism | inhibition, % at 9.3 µM | 0.21% of 340,000 active | AID 504357; in the data active means inhibition above about 22%, passing the limit was not always enough;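 further: 0% = cells with DMSO and 100% = wells without cells with DMSO; values of inactives mirror those of a sister screen read the other way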
* hit, by the source's call; nt = no result given.

SMILES	Keap1-Nrf2 PPI	HTR5A ag ctr	cardiac RTF act	V-ATPase pHluor	HTR5A inv ctr	RTF Ca sens inh	CAL PDZ FP	MOR-DOR ag	C-LANA FP	OPRM1-OPRD1 inv
CCCOc1ccc(NC2=CC(=O)CC(C)(C)C2)cc1	3	6	-4	1	-7	9	-2	-0.7	-0.5	4
CCn1cc(CNC(=O)c2c(-c3c(Cl)cccc3Cl)noc2C)c(C)n1	-4	4	7	1	-11	11	-4	-0.4	1.5	2
COc1ccc(Cl)cc1NC(=O)CN(C1CCCCC1)S(C)(=O)=O	-2	-2	-1	1	9	-9	-4	1.1	0.3	-7
O=C(NCC1CCCO1)c1nn2c(C(F)(F)F)cc(-c3ccc(Br)o3)nc2c1Br (stereo not drawn)	0	6	-8	0	-3	3	-2	-1.8	-1.1	11
O=C(NCc1ccccc1Cl)C1(S(=O)(=O)c2ccc(Cl)cc2)CC1	0	1	-1	-1	0	11	-1	-1.8	-0.7	11
CCn1nnc(-c2ccccc2NC(=O)c2cc(OC)c(OC)c(OC)c2)n1	-2	8	-3	2	-19	1	-4	0.4	0.8	-3
CCOc1ccc(N(Cc2cc3cc(OC)ccc3[nH]c2=O)C(=O)C2CCCO2)cc1 (stereo not drawn)	4	-4	1	0	12	4	-8	-2.2	0.3	9
O=C(NNC(=O)NC1CCCCC1)NC1CCCCC1	2	7	-1	3	-7	-7	nt	1.2	-0.1	-6
Cc1ccc(-n2c(SCC(=O)Nc3cc(S(=O)(=O)N4CCOCC4)ccc3Cl)nc3ccccc3c2=O)cc1	-3	4	4	3	-1	0	-6	-3.4	0.9	17
S=C(N/N=C/c1ccc(Cl)cc1)N1CCOCC1	-5	2	4	-1	-15	-11	-1	0.1	-0.7	0
O=C(NC12CC3CC(CC(C3)C1)C2)N1CCN(c2ncccn2)CC1	4	10	9	-4	-28	-2	-2	-1.1	nt	5
CN(C)S(=O)(=O)c1ccc(N2CCCC2)c(C(=O)NNC(=O)COc2ccccc2Cl)c1	-1	3	-6	-1	-4	-6	-4	-1.2	-0.2	8
CCCCc1c(O)nc(SCC(=O)O)[nH]c1=O	-3	2	12	-1	-6	-5	-3	-2.7	0.1	14
CCCc1cc(C(=O)NCCc2ccc(OC)c(OC)c2)no1	-5	-3	3	1	-30	-4	-2	-1.8	-0.6	10
CCN(CC)c1ccc(S(=O)(=O)Nc2cc(Cl)ccc2Cl)cc1NC(=S)NC(=O)C1CCCC1	2	-1	-2	1	2	-4	-5	3.0	0.3	-16
O=C(/C=N/NC(=O)c1ccccc1Br)c1ccccc1	-2	-5	6	0	1	-2	-4	1.1	0.3	-6
CCn1c2ccccc2c2cc(C3N=C(N)Nc4nc5ccccc5n43)ccc21 (stereo not drawn)	-6	-6	-3	3	-5	-8	-4	-1.3	3.5	7
Cc1ccc(-n2ncc3c2CCCC3NC(=O)CCc2cnn(C)c2)cc1C (stereo not drawn)	-2	0	1	5	2	2	-6	-1.1	0.4	6
CN1c2ccsc2/C(=N/Nc2ccc(F)cc2)CS1(=O)=O	-3	2	-3	1	5	0	-4	12	1.8	-61
CSc1ccccc1-c1nc(-c2ccncc2)no1	-3	3	9	0	-11	4	-5	-3.7	0.5	17
CCN(CC)S(=O)(=O)c1cc(NS(=O)(=O)c2ccc(Cl)c(C(=O)O)c2)ccc1C	-1	0	-3	3	-13	-8	-1	-3.7	-1.2	19
O=c1c2ccccc2nc2sc(Nc3cccc(Cl)c3)nn12	-2	-1	-1	0	-22	-13	1	-1.8	1.8	10
CSCC[C@H](NC(=O)[C@@H]1Cc2c([nH]c3ccccc23)C2c3ccccc3C(=O)N21)C(=O)NCC1CCCO1 (stereo partly drawn)	-4	3	-5	3	1	-2	-1	-0.7	0.2	4
COc1ccc(NS(=O)(=O)c2ccc(C)c(C(=O)NNC(=O)c3csc(N4CCOCC4)n3)c2)cc1	4	1	1	-3	-2	-8	-3	-1.9	1.8	10
CCOC(=O)c1cc(-c2ccccc2)sc1NC(=O)c1cc(OC)c(OC)c(OC)c1	-5	-2	1	0	11	-2	-3	-2.2	0.0	12
CCN(CC)CCNC(=O)Cn1cnc2sc(C)c(S(=O)(=O)N3CCN(c4ccccc4OC)CC3)c2c1=O	-4	-1	-2	2	4	4	1	0.9	-0.1	-7
CC(=O)Nc1cccc(C(=O)OC2CCOC2=O)c1 (stereo not drawn)	-1	6	-3	0	11	-10	-4	0.9	-2.2	-5
COc1ccc(NC(=O)CSc2nc(O)cc(=O)n2-c2ccc(OC)cc2)cc1	-8	2	-6	-1	-5	6	nt	-1.0	0.6	8
COc1ccc(CNC(=O)CCCN2C(=O)c3ccccc3C2=O)cc1	-3	3	-5	1	-4	6	0	1.4	0.7	-10
CCCCCCC(O)(c1ccc(OC)cc1)C(CN1CCOCC1)c1ccccc1 (stereo not drawn)	-3	1	-2	2	-3	-6	-5	3.0	-0.6	-17
O=C(CCNS(=O)(=O)c1cccs1)N1CCc2ccccc2C1	-2	-7	-6	2	16	-2	-1	-1.7	0.3	8
CCOc1ccc(NC(=O)c2ccc3c(c2)N(Cc2ccc(F)cc2)C(=O)CS3=O)cc1 (stereo not drawn)	0	5	0	2	-14	-7	0	-2.4	3.3	12
N/C(=N\OC(=O)c1cccc(F)c1)c1ccccc1	-2	-2	-5	0	-1	0	nt	7.6	-1.3	-42
CCCC(C)C(=O)Nc1ncc(S(=O)(=O)c2ccc([N+](=O)[O-])cc2)s1 (stereo not drawn)	-1	7	-5	1	-12	-12	5	21*	-1.9	-112
CN1C(=O)c2cccc3c(N(C)C)ccc(c23)C1=O	4	4	16	-2	-42	-22	nt	-1.1	-3.4	6
COc1ccc(-c2nc3ccccc3c(=O)n2CCN2CCOCC2)cc1	0	5	-4	1	7	-1	-3	0.3	-0.2	-2
C#CCSc1nc2sc3c(c2c(=O)n1C)CCC3	-1	1	-7	0	-3	-5	-5	7.6	4.9	-36
Cc1ccc(CSc2nnc(C)c(=O)[nH]2)cc1	-3	-3	0	4	8	-4	-1	-0.1	1.7	1
CC(NC(=O)Nc1ccc(F)cc1)C(c1cccs1)N1CCCC1 (stereo not drawn)	1	1	2	3	19	-1	2	0.5	2.4	-3
COc1ccc(-c2ccc(=O)n(Cc3ccc([N+](=O)[O-])cc3)n2)cc1	-1	5	-2	3	-17	12	-3	-2.0	-2.3	11
COc1cc(OC)cc(C(=O)NC2CCCN(Cc3ccc(Cl)cc3)C2)c1 (stereo not drawn)	1	-6	0	-1	-5	-6	nt	-0.1	2.1	0
O=c1cc(N2CCN(c3ccc(F)cc3)CC2)[nH]c(=O)n1Cc1ccc(F)cc1	3	3	-3	3	7	-9	0	0.0	-2.6	0
O=C(Nc1ccccc1NC(=O)C1CCCO1)c1ccco1 (stereo not drawn)	0	6	-4	0	4	-7	-4	-3.4	-0.3	17
O=C(CC(=O)NN=Cc1ccc2c(c1)CCC2)NN=Cc1ccc2c(c1)CCC2	-1	1	-6	1	-4	-15	-2	-0.6	-1.0	3
COc1ccc(Cl)cc1NC(=O)c1nnn(CC(=O)Nc2ccc(OC)c(OC)c2)c1N	-3	0	0	4	-7	9	7	-0.3	0.5	2
CC(CCc1ccc(O)cc1)N1CCC(Oc2ccc(C(=O)N3CCCC3)cc2)CC1 (stereo not drawn)	1	-1	-2	0	-5	3	-4	-2.4	-0.5	13
N#Cc1ccc(S(=O)(=O)N2CCN(c3ncccn3)CC2)cc1	-2	-2	-4	-1	16	-8	-1	-1.0	-0.7	5
Cc1ccc(NC(=O)CSCC(=O)N(C)CC(=O)Nc2cccc3ccccc23)cc1	-3	5	1	11	18	1	-2	-2.7	-0.7	13
CN(C)c1nc(N)nc(-c2ccco2)n1	-2	-1	6	3	4	-7	-4	0.1	1.2	-1
OCCOCCn1c2ccccc2c2ccccc21	0	0	-5	1	2	12	2	-3.8	-1.8	16
Cc1ccc(C)c(-n2c(Cc3cc(=O)[nH]c(=O)[nH]3)nnc2SCC(=O)NCc2ccco2)c1	0	2	6	-4	-22	3	-2	-1.8	1.8	11
COc1ccc(-c2nc(SC(C)C(=O)NCC3CCCO3)n[nH]2)cc1 (stereo not drawn)	1	-1	5	-2	-23	-4	-5	-0.2	0.7	1
COc1ccc([N+](=O)[O-])cc1NS(=O)(=O)c1cc(C(=O)NCc2cccnc2)ccc1Cl	0	3	0	-2	-8	-6	1	-3.2	0.3	13
CCOC(=O)c1c(CSc2ccccc2)n(C)c2ccc(O)c(CN3CCOCC3)c12	-3	1	1	4	6	-8	nt	-1.5	-0.5	8
N=c1c(S(=O)(=O)c2ccc(Cl)cc2)cc2c(=O)n3ccccc3nc2n1CCN1CCOCC1	6	-6	-1	0	14	-13	-5	-3.7	-0.3	18
Cc1cccc(OCC(=O)O/N=C(\N)c2ccc(Br)cc2)c1	8	4	4	2	-12	1	-4	-2.7	3.9	13
CCN(CC)CC(O)COC(c1ccccc1)c1ccccc1 (stereo not drawn)	-1	4	-2	1	-32	-9	4	-0.7	-0.9	4
O=C(c1ccc(-n2cncn2)c([N+](=O)[O-])c1)N1CCN(S(=O)(=O)c2ccc(Cl)cc2)CC1	-2	0	-3	2	0	-3	-1	0.3	0.4	-1
Cn1c(=O)c2c(SCc3ccccn3)nc(CC(C)(C)C)nc2n(C)c1=O	-2	-4	3	1	-31	-12	-1	1.3	0.4	-7
O=C(CCl)Nc1cccn2ncnc12	-4	2	8	-2	14	3	-1	-0.3	14	2

Three compounds already listed, ordered by number of heavy atoms, ascending.
SMILES	Keap1-Nrf2 PPI	HTR5A ag ctr	cardiac RTF act	V-ATPase pHluor	HTR5A inv ctr	RTF Ca sens inh	CAL PDZ FP	MOR-DOR ag	C-LANA FP	OPRM1-OPRD1 inv
O=C(Nc1ccccc1NC(=O)C1CCCO1)c1ccco1 (stereo not drawn)	0	6	-4	0	4	-7	-4	-3.4	-0.3	17
COc1cc(OC)cc(C(=O)NC2CCCN(Cc3ccc(Cl)cc3)C2)c1 (stereo not drawn)	1	-6	0	-1	-5	-6	nt	-0.1	2.1	0
O=C(NCC1CCCO1)c1nn2c(C(F)(F)F)cc(-c3ccc(Br)o3)nc2c1Br (stereo not drawn)	0	6	-8	0	-3	3	-2	-1.8	-1.1	11

The list continues.
SMILES	Keap1-Nrf2 PPI	HTR5A ag ctr	cardiac RTF act	V-ATPase pHluor	HTR5A inv ctr	RTF Ca sens inh	CAL PDZ FP	MOR-DOR ag	C-LANA FP	OPRM1-OPRD1 inv
C=CCNC(=O)CCCOc1ccc(C)cc1	2	-4	-4	0	10	1	-5	-1.7	-4.5	7
COc1ccc(S(=O)(=O)N2CCC(C(=O)N[C@@H](C)C(=O)N3CCCCCC3)CC2)cc1	-7	4	3	3	16	2	0	-2.6	0.9	13
COc1ccc(CN2CCC(Cc3ccccc3)CC2)c(C)c1C	-4	3	-5	1	5	3	nt	3.7	0.3	-19
Oc1ccc(C(=S)N2CCCC2)cc1	-4	5	-2	-1	-18	-8	-1	-1.4	-0.8	7
Cc1ccc2nc(C)c(C(=O)N/N=C/c3cccc([N+](=O)[O-])c3)cc2c1	-2	-4	1	1	10	1	-12	-1.5	3.1	9
CC/C(O)=C(\C#N)c1nnc2n1CCCCC2	-4	0	2	2	-22	-4	3	-2.5	1.7	14
CC(C)(C)C(=O)OCc1nc(-c2ccc(Cl)cc2)cs1	-4	-3	6	0	-35	-7	0	7.7	-0.6	-38

This is a random part of the collection. Share with any hit: about 2.8%.
